Assay outcomes deposited in PubChem by National Center for Advancing Translational Sciences (NCATS).
A-T KAP1 phos – potential ataxia-telangiectasia treatment; […] A-T fibroblasts, KAP-1 phosphorylation AlphaLISA; neocarzinostatin DNA damage 30 min before lysis; Potency, µM (doses to about 57.5 µM), for inactives: at the top dose activation, hits mostly activators; 320,000 tested, 0.19% active; further: potency means the concentration at half of the fitted maximal effect; % of control where 0% means no effect; nearly all actives have a fitted effect of over 45% in size
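ATM-like activity read as KAP-1 phosphorylation via AlphaLISA donor/acceptor antibody pairs after lysis and 6 hr at 25C. Cells were ATM-null patient fibroblasts ([…], hTERT), dosed 60 min, then exposed to the DSB inducer NCS for 30 min.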
ELG1 repair inh – ELG1-dependent DNA repair inhibition; HEK293T ELG1-luciferase reporter, luminescence, 16 h; DNA damage induced by 5-fluorouridine; Potency, µM (doses to about 46.1 µM), for inactives: at the highest dose activity change, negative = inhibition, usual class: inhibitors; 330,000 tested, 2.3% active; AID 504467; further: potency means the concentration at half of the fitted maximal effect; on the % scale 0 is the no-effect control and ±100 the full control effect; nearly all actives have a fitted effect of over 55% in size
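Cells (2,000 per well) received 5-fluorouridine plus test compound or DMSO and were incubated 16 hr at 37 °C, 5% CO2. Luciferase activity was read by luminescence 30 min after ONE-Glo addition; signal suppression marked inhibition of damage-induced ELG1 function.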
TCR act – T cell receptor activation; primary human leukocytes, anti-CD3, IL-2 HTRF, 48 h; Potency, µM (highest dose often 9.22 µM), inactives show at the highest dose activation of IL-2 secretion, usual class: activators; 330,000 tested, under 10 active; AID 504894; further: % of control where 0% means no effect
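Compounds are tested in HTS on primary human leukocytes co-incubated with a-CD3 beads for 48 hr. IL-2 output is measured by time-resolved FRET.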
B2AR arrestin – agonists driving beta-arrestin recruitment to human beta2-adrenergic receptor; P07550; beta-arrestin recruitment to beta2AR, cell-based reporter; Potency, µM (highest dose often 46.1 µM), without a hit: top-dose activation, usual class: activators; 330,000 tested, 0.02% active; AID 492947;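 further: potency means the concentration at half of the fitted maximal effect; 0% = DMSO controls and full agonism = EC100 isoproterenol or metaproterenol; nearly all actives have a fitted effect of over 65% in size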
MLL CXXC-DNA inh – blocks binding of human MLL CXXC domain to DNA | Potency, µM (doses to about 115 µM), for the others: at the top dose activity change, negative = inhibition, most hits filed as inhibitors | 290,000 tested, 0.037% active | MLL-CXXC / FITC-HOXA9 DNA fluorescence polarization; active means well fitted inhibition curve with a large enough effect in the polarisation, with a control signal flat, not every such curve was filed as active; inconclusive means small, poorly fitted or top-dose-only effect, or effect the other way, or a change in a side signal; inactive means no such curve, though single readings can be large or run the other way; the % refers to the polarisation; further: potency means the concentration at half of the fitted maximal effect
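Purified MLL-CXXC (added from a 7 uM solution) was preincubated 5 min at ambient with pinned compounds in 50 mM Tris-HCl pH 7.5, 50 mM NaCl, 1 mM DTT, 0.05% BSA. Fluorescein-labeled HOX-A9 DNA (50 nM solution) followed, 30 min, then polarization read.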
BRCA1 expr act – increases BRCA1 expression | MCF7-BRCA1-FFLuc reporter, luminescence, 48 h; response scale: scaled: vehicle 0%, 10 µM genistein 100% | Potency, µM (doses to about 46.1 µM), for inactives: at the highest dose activation, hits mostly activators | 380,000 tested, 1.1% active | AID 624202; further: potency means the concentration at half of the fitted maximal effect; nearly all actives have a fitted effect of over 80% in size; some results filed as inactive show a strong effect at the top dose
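Activators of BRCA1 expression were detected as increased firefly luciferase luminescence in engineered MCF7 cells after 48 h compound incubation. Signals were scaled to genistein 10 microM as full activation.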
TRPV1 ag – human TRPV1 agonism | TRPV1-expressing cells, Fluo-8 calcium influx, agonist mode | activation, % at 8.33 µM | 320,000 tested, 0.19% active | AID 540275; in the data active means activation above about 80%; inconclusive means between about 30% and that limit; further: 0% is about no effect
Target sequence (Q8NER1 whole entry, looked up): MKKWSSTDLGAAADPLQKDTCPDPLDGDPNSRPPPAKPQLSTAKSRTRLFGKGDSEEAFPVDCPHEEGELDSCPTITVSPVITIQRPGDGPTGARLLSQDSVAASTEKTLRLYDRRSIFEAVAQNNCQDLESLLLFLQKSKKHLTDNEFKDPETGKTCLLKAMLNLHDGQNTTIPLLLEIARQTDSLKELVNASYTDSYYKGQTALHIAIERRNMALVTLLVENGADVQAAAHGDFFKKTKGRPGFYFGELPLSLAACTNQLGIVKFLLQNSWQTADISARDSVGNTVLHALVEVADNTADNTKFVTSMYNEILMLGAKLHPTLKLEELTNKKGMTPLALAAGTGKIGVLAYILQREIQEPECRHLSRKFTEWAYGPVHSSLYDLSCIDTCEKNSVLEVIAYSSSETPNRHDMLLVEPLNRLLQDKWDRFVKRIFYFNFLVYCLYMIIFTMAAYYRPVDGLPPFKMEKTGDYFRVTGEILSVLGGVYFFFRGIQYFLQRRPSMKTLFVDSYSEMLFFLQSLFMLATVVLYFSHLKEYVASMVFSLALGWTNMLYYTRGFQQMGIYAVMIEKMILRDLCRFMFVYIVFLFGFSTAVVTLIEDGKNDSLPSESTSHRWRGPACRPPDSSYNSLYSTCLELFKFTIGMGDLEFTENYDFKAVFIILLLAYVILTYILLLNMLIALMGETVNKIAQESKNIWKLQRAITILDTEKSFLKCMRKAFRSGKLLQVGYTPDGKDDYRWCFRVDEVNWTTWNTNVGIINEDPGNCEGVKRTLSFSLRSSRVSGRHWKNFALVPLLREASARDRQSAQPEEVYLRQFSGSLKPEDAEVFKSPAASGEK
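Fluo-8 calcium influx in TRPV1-expressing cells, kinetic read (ex 480/em 520 nm). Compound added and read 3 min for agonist activity, followed by capsaicin at EC20 final and 2 min further read for enhancement.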
p53 reactivation – re-activators of mutant p53; H1299 p53-A138V BP100-luciferase reporter, luminescence, 24 h; Potency, µM (series often up to 92.2 µM), inactives show at the highest dose activity change, positive = activation, actives largely listed as activators; 320,000 tested, 0.063% active; AID 504706; further: potency means the concentration at half of the fitted maximal effect; % of control where 0% means no effect; nearly all actives have a fitted effect of over 45% in size
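H1299 (p53-null), stable ts p53-A138V + BP100-Luc; 1000 cells/well, Opti-MEM/10% FBS; cpd 4 pt, 1:5; 24 h, 37 deg C, 5% CO2; detection reagent 10 min RT; luminescence.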
TSG101-PTAP inh – blocks PTAP/TSG101 interaction to inhibit HIV-1 budding | Q99816 | Fluorescence polarization, FITC-PTAP peptide / Tsg101 binding | Potency, µM (highest dose often 115 µM), without a hit: top-dose activity change, negative = inhibition, actives largely listed as inhibitors | 340,000 tested, under 10 active | AID 493005; active means well fitted inhibition curve with a large enough effect in the main read-out, with a control signal flat, not every such curve was filed as active; inconclusive means small, poorly fitted or top-dose-only effect, or effect the other way, or a change in a side signal; inactive means no such curve, though single readings can be large or run the other way; further: potency means the concentration at half of the fitted maximal effect; % of control where 0% means no effect
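FP read-out: FITC-PTAP peptide, 50 nM final, binding Tsg101 binding domain, 10 uM final; 20 min, r.t.; 10 mM HEPES pH 7.5, 0.15 M NaCl, 0.01% Tween 20, 3 mM EDTA, 0.1 mM TCEP.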
a7 integrin act – activates integrin-mediated alleviation for muscular dystrophy; alpha7betagal myoblasts, beta-gal FDG fluorescence, 48 h; AID 624291; Potency, µM (series often up to 38.3 µM), for inactives: at the top dose activation, actives largely listed as activators; 350,000 tested, 0.064% active;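 further: potency means the concentration at half of the fitted maximal effect; 100% = response of the positive control SU9516; nearly all actives have a fitted effect of over 60% in size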
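Alpha7betagal+/- myoblasts (passage 13) were plated 16-24 hr, then exposed to compounds (1:260 dilution of DMSO stock) for 48 hours at 37C. After MPER lysis, β-galactosidase reporter activity was read as FDG fluorescence (ex 480/em 540) after 30 minutes.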
The depositor's hits bear a star; ? = inconclusive; nt = not tested or not shown; & = joins results of further samples; [ ] = remark or other dose. Unless noted, the call rests on the fitted dose curve; in most records, active means well fitted curve in the direction sought with a large enough effect; inconclusive means small, poorly fitted or top-dose-only effect, or another doubt; inactive means no such curve, though single readings can be large; an effect the other way counts as inactive or inconclusive. Outcome played no part in choosing rows. About 3.8% of those tested had a hit in this group.

molecule	A-T KAP1 phos	ELG1 repair inh	TCR act	B2AR arrestin	MLL CXXC-DNA inh	BRCA1 expr act	TRPV1 ag	p53 reactivation	TSG101-PTAP inh	a7 integrin act
O=C(CSc1nnc(-c2ccncc2)o1)Nc1nncs1	-2%	12%	6%	-0.8%	-2%	22%	0	1%	1%	6%
CC(C)NC(=O)NC(=O)COC(=O)/C=C/c1ccccc1[N+](=O)[O-]	-8%	?	2%	0.1%	12%	0%	-5	6%	-4%	-41%
Cc1ccc(C(=O)Nc2c(C)cc(-c3ccc(Cl)cc3)oc2=O)cc1	-1%	3%	-10%	-0.7%	15%	39%	nt	-5%	-7%	19%
CC1CCCC(C)N1C(=O)COc1ccc(C(=O)Nc2ccccc2N2CCOCC2)cc1 (stereo not given)	-16%	0%	6%	0.1%	5%	-2%	1	4%	0%	22%
Cc1cc(C(=O)Oc2ccccc2C(=O)O)c(C)o1	4%	14%	1%	0.3%	-6%	1%	0	9%	-5%	-11%
CC1CN(C(=O)C(C)N2CCN(c3cccc(Cl)c3)CC2)CC(C)O1 (stereo not given)	1%	-3%	8%	-0.1%	9%	0%	0	-1%	-1%	-11%
O=C(C(NS(=O)(=O)c1cccs1)c1ccccc1)N1CCN(c2ccccc2)CC1 (stereo not given)	7%	?	nt	0.1%	7%	4%	nt	4%	-4%	21%[7.66 µM]
COc1ccc(Cl)cc1NC(=O)CCCC(=O)c1ccccc1	6%	-1%	-4%	-1.0%	9%	25%	5	7%	-7%	-14%
O=C(NCCOc1ccccc1)c1ccc2n[nH]nc2c1	0%	?	8%	-0.8%	nt	52%	?	?	1%	0%
COc1cc(NC(=O)CCc2c(C)nn(-c3ccc(N4CCOCC4)nn3)c2C)cc(OC)c1OC	2%	?	0%	-0.3%	13%	4%&-1%	0	-2%	0%	-43%
Cn1c(=O)n(C)c2cc(CN3C(=O)OC(C)(C)C3(C)O)ccc21 (stereo not given)	-2%	?	-4%	-0.4%	-6%	-22%	-2	-6%	0%	-13%
CCCCOC(=O)c1ccc(NC(=O)COC(=O)c2ccc3ncsc3c2)cc1	11%	?	-1%	0.2%	nt	72%	-2	?	-1%	-28%
N#Cc1c(NC(=O)C2CCCO2)sc2c1CCCCC2 (stereo not given)	-3%	?	4%	-0.8%	0%	?	?	?	-2%	-21%
CCOC(=O)c1cn[nH]c1NC(=S)Nc1ccccc1	22%	?	-11%	-0.6%	12%	?	-1	17%	-2%	24%
COc1cc(C(=O)Oc2ccccc2/C=N/NC(=O)c2ccc(C)cc2)cc(OC)c1OC	3%	?	-4%	0.1%	120%[activator]	-46%	12	2%	0%	-26%
Cc1ccc(SC[C@H](C)CN2CC[C@H](C(C)(C)C)CCC2=O)cc1	-3%	-3%	5%	-1.6%	5%	-7%	27	6%	nt	-15%
CCOCCCNC(=O)c1ccccc1SCC	2%	15%	-8%[46.1 µM]	-1.0%	2%	6%	1	5%	1%	-18%
O=C(O)CC(SCC(=O)Nc1ccc(Br)cc1)C(=O)O (stereo not given)	8%	12%	-18%	-0.1%	22%	-4%	-3	1%	-2%	10%
O=C(c1cccc(Cl)c1)N1CCC(=O)N(C(COCc2cccc(Cl)c2)Cc2ccccc2)CC1 (stereo not given)	5%	?	9%	-0.3%	2%	-57%	13	-1%	-1%	-4%
COc1ccc(OCC(=O)Nc2c(C(=O)N(CCN(C)C)Cc3ccco3)oc3ccccc23)cc1	0%	?	-5%	-0.3%	-7%	-29%	9	-7%	-2%	-48%[inhibitor]
CC(=O)Nc1ccc(C2=NN(Cc3nnc(-c4ccccc4)o3)C(=O)SC2)cc1	13%	16µM*	0%[46.1 µM]	3.2%	1%	-12%	-10	-18%	-6%	2%
CCCCn1c(N)c(N(CCOC)C(=O)c2cc(C)oc2C)c(=O)[nH]c1=O	-3%	2%	1%	0.0%	nt	-8%	0	5%	-3%	-17%
COC(CN1C(=O)C(O)=C(C(C)=O)C1c1ccccn1)OC (stereo not given)	-2%	6%	13%	0.1%	13%	17%	1	8%	-5%	11%
CCOC(=O)CNC(=O)CSc1ccc2nnc(-c3cccnc3)n2n1	-3%	18%	nt	0.1%	-1%	5%	1	2%	1%	-2%
CCSc1nnc(-c2ccc(S(=O)(=O)NCc3cccs3)cc2)o1	12%	?	nt	0.0%	0%	-40%	5	3%	nt	-23%
COc1ccc(C(=O)/C(C#N)=N/Nc2ccc([N+](=O)[O-])cc2)cc1	-6%	1.3µM*	3%	0.1%	-15%	-68%	6	11%	-1%	-47%[inhibitor]
Cc1ccccc1-c1ccc(=O)n(CC(=O)Nc2ccc(N3CCOCC3)cc2)n1	5%	-2%	7%	0.1%	3%	6%	-3	12%	-4%	15%
COC(=O)N/N=C/c1ccc(OCCSc2ccc(Cl)cc2)c(OC)c1	10%	?	6%[46.1 µM]	-1.8%	9%	26%	14	7%	0%	-7%
COc1ccc(Nc2nc3ccccc3nc2NS(=O)(=O)c2cccs2)cc1	12%	-11%	4%	-0.3%	-26%	-39%	1	6%	-6%	26%
COc1ccc(Cc2n[nH]c(=S)n2-c2ccc3c(c2)OCCO3)cc1	-3%	-11%	7%	-0.5%	-4%	-15%	0	-2%	-3%	-8%
O=C(NCC1CCCO1)C1CC(=O)N(C2CCCCCC2)C1 (stereo not given)	4%	-2%	-1%	-1.1%	2%	1%	0	-1%	-10%	18%
CCc1nnc(NC(=O)CSc2nnc(-c3ccccc3O)n2CC)s1	nt	1%	-3%	0.2%	8%	1%	-2	-2%	5%	-12%[7.66 µM]
COc1ccc(-c2nnc(-c3ccccc3)o2)cc1OC	-3%	?	nt	-0.7%	1%	?	16	nt	-5%	12%
CC(=O)c1cccc(NC(=O)/C(=C\c2cccnc2)NC(=O)c2ccccc2)c1	-6%	1%	-2%	-0.4%	4%	-11%	-2	-3%	-3%	2%
COc1ccc(Cl)cc1S(=O)(=O)NC(C)C(=O)NCCCn1ccnc1 (stereo not given)	14%	12%	12%	-0.2%	nt	6%	1	1%	-1%	1%
Cc1nnc(-n2ncc(C#N)c2N)c2nn(-c3cccc(Cl)c3)c(C)c12	1%	?	-2%[46.1 µM]	-0.1%	56%[activator]	0%[1.84 µM]	1	-1%	22%	-7%
CC1CN=C(N(C(=O)Nc2ccccc2)c2ccc(S(=O)(=O)N3CCOCC3)cc2)S1 (stereo not given)	-1%	-2%	1%	-0.2%	10%	12%	2	21%	-1%	-10%
O=C1c2oc3ccc(F)cc3c(=O)c2C(c2cccc(O)c2)N1CCCN1CCOCC1 (stereo not given)	2%	1%	-1%	-1.1%	3%	-11%	2	-10%	-2%	3%
c1ccc(CN2CCOCC2)cc1	1%	-2%	-5%	0.1%	-1%	1%	-3	3%	-8%	-7%
O=C(CSc1nnc(-c2ccc(Cl)cc2)o1)NNC(=O)c1ccncc1	1%	16%	-1%	0.2%	nt	3%	-3	6%	-1%	8%
CC(=O)Nc1cccc(/C(C)=N/NC(=S)NC(C)C)c1	9%	?	nt	0.3%	1%	32%	0	-5%	-2%	-9%
COc1cc(CC(=O)OCC(=O)NC2CCCCCC2)cc(OC)c1OC	6%	0%	-4%[46.1 µM]	0.1%	nt	-12%	nt	-11%	5%	6%
Cc1ccc(/C=N/c2sc(Cc3ccccc3)c(C)c2C(N)=O)o1	0%	-1%	0%[46.1 µM]	-3.7%	0%	-62%	?	1%	5%	2%
O=S(=O)(NCC(c1cccnc1)N1CCN(Cc2ccccc2)CC1)c1ccc(Cl)cc1 (stereo not given)	10%	-3%	6%	-0.7%	1%	3%	3	20%	-2%	-8%
Cc1ccc(C)c(N2CCN(C(=O)c3cc4ccccc4oc3=O)CC2)c1	4%	-9%	-1%	0.3%	11%	-4%	nt	-6%	-3%	-5%
COc1ccc(C(C(=O)NC(C)(C)C)N(CCc2ccccc2)C(=O)CCC(=O)Nc2cc(C)on2)cc1 (stereo not given)	-1%	-1%	-1%	-0.6%	1%	-6%	?	6%	-1%	-15%

An excerpt of these results, as labelled records.
> O=S(=O)(NCC(c1cccnc1)N1CCN(Cc2ccccc2)CC1)c1ccc(Cl)cc1 (stereo not given)
  A-T KAP1 phos: 10% | ELG1 repair inh: -3% | TCR act: 6% | B2AR arrestin: -0.7% | MLL CXXC-DNA inh: 1% | BRCA1 expr act: 3% | TRPV1 ag: 3 | p53 reactivation: 20% | TSG101-PTAP inh: -2% | a7 integrin act: -8%
> Cc1ccc(C)c(N2CCN(C(=O)c3cc4ccccc4oc3=O)CC2)c1
  A-T KAP1 phos: 4% | ELG1 repair inh: -9% | TCR act: -1% | B2AR arrestin: 0.3% | MLL CXXC-DNA inh: 11% | BRCA1 expr act: -4% | TRPV1 ag: nt | p53 reactivation: -6% | TSG101-PTAP inh: -3% | a7 integrin act: -5%
